CD40 NFkB inh – inhibitors of CD40-induced NF-kB signaling, primary screen, BL2 cells, luciferase reporter, single point; inhibition, % at 10 µM; 0.94% of 83,000 active; CD40L-induced, 4 h;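 active means mean inhibition of at least 50% with a set share of replicates also reaching that level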;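 further: 0% = neutral control wells and 100% = IKK inhibitor VII at 50 µM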
Starred values were filed as active, the others as inactive; [ ] = dose if it differs, or a comment.

SMILES | CD40 NFkB inh
CC1CCC2(CC1)NC(=O)N(NC(=O)c1cccc(N(C)C)c1)C2=O (stereo not drawn) | 1.3
O=S(=O)(Cc1c(F)cccc1Cl)c1ncn[nH]1 | 1.1
CCN1CCN(S(=O)(=O)c2ccc(Cl)c(C(=O)Nc3ccccc3N3CCCC3)c2)CC1 | 0.3
COC(=O)C(Cc1cccc(C)n1)(c1ccccc1)c1ccccc1 | 9.4
Cc1nn(CCC#N)c(C)c1Oc1ccccc1O | 5.6
CCOC(=O)N1CCC(NC(=O)Cc2cn(C)c3ccccc23)CC1 | -1.6
C[C@H](CO)N1C[C@H](C)[C@@H](CN(C)C(=O)Nc2ccccc2C(F)(F)F)OCc2ccccc2-c2ccccc2C1=O | -5.8[25 µM]
O=C(CCn1c(=O)[nH]c2ccsc2c1=O)N(CCc1ccccc1)Cc1ccccc1 | 7.7
CCN1CCCC1CN(Cc1cc2ccc(C)cc2[nH]c1=O)C(=S)Nc1ccc(F)cc1 (stereo not drawn) | 6.2
Cc1noc(C)c1NC(=O)N(C)C[C@H]1Oc2cc(C#CCN(C)C)ccc2S(=O)(=O)N([C@@H](C)CO)C[C@@H]1C | -16.3[25 µM]
CC(C)(O)CN(CCCNC(=S)Nc1ccccc1)C(=S)Nc1ccccc1 | -3.4
O=C(c1ccccc1)c1ccc(OC(=O)C2CCCCC2)cc1 | -15.3
COCCCNC(=O)CN1C(=O)CSc2ncccc21 | 9.0
CCCC#Cc1ccc2c(c1)[C@H]1[C@H](CCN1S(=O)(=O)c1ccc(C)cc1)[C@H](CO)N2C | -4.6[25 µM]
CC(C)(O)C#Cc1ccc([C@H]2[C@@H](CO)N3CCCCN(C(=O)c4ccncc4)C[C@H]23)cc1 | 4.8[25 µM]
CCOC(=O)c1c(C)c(C(=O)N2CCCCCC2)c(C)n1C | 22.3
CCCC(=O)N1CC2(CN(C(=O)C3CC3)C2)c2c(n(C)c3cc(OC)ccc23)[C@@H]1CO | 7.9[25 µM]
CCC(=O)N1[C@H](CN(C)C(=O)c2cccc(F)c2)[C@@H](c2ccccc2)[C@@H]1CO | -24.3
Cc1cc(C)c2c(=O)[nH]n(C3CCOC(C)(C)C3)c2n1 (stereo not drawn) | 11.0
CN(C)C(=O)c1ccc(NC(=O)COc2cccc3c2OC(C)(C)C3)cc1 | 6.3
Cc1nn(-c2ccccc2)c(C)c1C(=O)OCC(=O)NCc1ccco1 | -12.9
COc1ccc(-c2ccnc3nc(N4CCOCC4)nn23)cc1 | 7.6
CN(C)c1ccc2c(c1)[C@H]1C[C@H](CC(=O)NCc3ccccc3F)O[C@H](CO)[C@H]1O2 | -0.2[25 µM]
CC(=O)OC1CCC2(C)C(CCC3C4CC=C(C(C)=O)C4(C)OC(=O)CC32)C1 (stereo not drawn) | 97.8*
CN(C)C=Nc1nc2ccccc2nc1N1CCCC1 | 4.5

5 entries from above, sorted by their value in CD40 NFkB inh, descending.
SMILES | CD40 NFkB inh
Cc1cc(C)c2c(=O)[nH]n(C3CCOC(C)(C)C3)c2n1 (stereo not drawn) | 11.0
COCCCNC(=O)CN1C(=O)CSc2ncccc21 | 9.0
Cc1nn(CCC#N)c(C)c1Oc1ccccc1O | 5.6
CCOC(=O)N1CCC(NC(=O)Cc2cn(C)c3ccccc23)CC1 | -1.6
O=C(c1ccccc1)c1ccc(OC(=O)C2CCCCC2)cc1 | -15.3

Other results.
SMILES | CD40 NFkB inh
CN1CCN(C(=O)C[C@H]2CC[C@H]3[C@@H](COC[C@@H](O)CN3Cc3cccc(-c4ccncc4)c3)O2)CC1 | -2.2[25 µM]
CN(CCCNC(=O)C1CCC(=O)N1Cc1ccc(F)cc1)c1ccccc1 (stereo not drawn) | 4.8
CN(C)Cc1csc(NC(=O)Nc2cccc(Cl)c2)n1 | -12.8
Cc1ccc(N(C(=O)c2ccccn2)C2(C(=O)NC3CCCC3)CCCCC2)cc1 | 13.1
COCC#Cc1ccc([C@H]2[C@@H](CO)N3C(=O)CN(C(=O)C4CCCCC4)C[C@H]23)cc1 | -12.0[25 µM]
CCc1c(C)sc(NC(=O)c2cc(C3CC3)on2)c1C#N | -14.1
COc1ccc(NC(=O)N(C)C[C@H]2OCc3cn(nn3)CCCC(=O)N([C@H](C)CO)C[C@H]2C)c(OC)c1 | -2.8[25 µM]
Cn1nc(-c2ccccc2)cc1NC(=O)c1ccccc1 | -21.6
O=C(Nc1ccn(Cc2ccc(F)cc2)n1)c1ccncc1 | 0.8
COc1ccc(-c2ccc3c(c2)[C@H]2[C@H](CCN2C(=O)Nc2ccccc2OC)[C@H](CO)N3C)cc1 | -8.5[25 µM]
Cc1ccc(S(=O)(=O)N2CCOCC2)cc1C(=O)NCCCn1ccnc1 | 4.3
O=C(NCCc1ccccc1)NC(Cc1ccccc1)C(=O)O (stereo not drawn) | 3.3
O=C(Cc1ccc(Cl)cc1)N/N=C/c1ccncc1 | 27.0
Cc1ccc(CN(C)C(=O)c2cccc(S(=O)(=O)N3CCCC3)c2)o1 | -9.5
Cc1cc(NC(=O)C2CC=CCC2C(=O)O)no1 (stereo not drawn) | 2.1
CC12CCC(C(=O)NCc3ccc4c(c3)OCO4)(CC1=O)C2(C)C (stereo not drawn) | -2.0
COc1ccccc1N1C(=O)C2CC(C)=C(C)CC2C1=O (stereo not drawn) | -4.8
O=C(COC(=O)Cc1ccc(S(=O)(=O)N2CCOCC2)s1)Nc1ccccc1 | -24.3
O=C(c1cc(COc2c(F)cccc2F)on1)N1CCN(C2CCCCC2)CC1 | 3.1
CCN(CC(=O)Nc1ccccc1OC)C(=O)C1CCC1 | 13.8
CC(C)Sc1nc2c(c(=O)n1C)SC(C)C2 (stereo not drawn) | -16.9
Cc1sc2nc(CN3CCCC3)nc(Cl)c2c1C | 5.4
C[C@H]1CN([C@@H](C)CO)C(=O)c2ccccc2-c2ccccc2CO[C@H]1CN(C)S(=O)(=O)c1ccc(Cl)cc1 | 3.7
O=C(C1CCCCC1)N1CC2(C1)[C@H](c1ccccc1)[C@H](CO)N2CCC(F)(F)F | -3.8[25 µM]
c1ccc(CN2CCN(c3nc(N4CCOCC4)c4ccccc4n3)CC2)cc1 | 4.0

Already shown: an excerpt of the list.
SMILES | CD40 NFkB inh
CN1CCN(C(=O)C[C@H]2CC[C@H]3[C@@H](COC[C@@H](O)CN3Cc3cccc(-c4ccncc4)c3)O2)CC1 | -2.2[25 µM]
CN(CCCNC(=O)C1CCC(=O)N1Cc1ccc(F)cc1)c1ccccc1 (stereo not drawn) | 4.8
CN(C)Cc1csc(NC(=O)Nc2cccc(Cl)c2)n1 | -12.8

More entries follow:
SMILES | CD40 NFkB inh
CCOc1ccccc1N1CCN(CC(=O)Nc2ccccc2C(=O)NC2CC2)CC1 | 2.4
O=C(Nc1ccccc1F)N1C[C@H]2[C@@H](c3ccccc31)[C@@H](CO)N2C(=O)C1CC1 | -23.5
COc1ccc(CC2C(=O)NC(C)C(=O)N(C)C3Cc4ccc(cc4)Oc4cc(ccc4O)CC(C(=O)NC(C)C(=O)NC(C)C(=O)N2C)N(C)C3=O)cc1 (stereo not drawn) | 67.1*
Clc1ccccc1CNCC1CCC(CNCc2ccccc2Cl)CC1 (stereo not drawn) | -10.4[25 µM]
Cc1ccc(CNC(=O)COC(=O)COc2ccc(C#N)cc2)cc1 | 6.1
O=C1NCCOCc2cn(nn2)CC[C@H]1Cc1ccc(F)cc1 | -3.5[25 µM]
COC(=O)C(=O)C1CCc2c(Cl)cc(OC)c(OC)c2C1=O (stereo not drawn) | 0.4
Fc1cnc(N2CCc3ccccc32)nc1N1CCc2ccccc21 | -22.7
Cc1cccc(N(C)S(=O)(=O)c2ccc3[nH]c(=O)c(=O)[nH]c3c2)c1 | 8.1
CC(C)C#Cc1ccc([C@@H]2[C@@H](CO)N3C(=O)CN(C(=O)NC4CCCCC4)C[C@@H]23)cc1 | 7.4
O=C(O)c1ccccc1C(=O)Nc1ccc(Nc2ccccc2)cc1 | -6.3
CCOc1cccc(NC(=O)c2cccc(F)c2)c1 | -27.4
Cc1cc2occ(CC(=O)N(CC(C)C)c3c(N)n(Cc4ccccc4)c(=O)[nH]c3=O)c2cc1C | 9.9
CO[C@@H]1CN(C)C(=O)c2cc(NC(=O)C3CCCC3)ccc2OC[C@H](C)NC[C@H]1C | -2.4
CO[C@H](CN(C)Cc1nccs1)[C@H](C)CN([C@H](C)CO)S(=O)(=O)c1ccc(F)cc1 | 5.5[25 µM]
COc1ccc(S(=O)(=O)NNC(=O)C23CC4CC(CC(C4)C2)C3)cc1 | 10.1
Cc1cc(C)n(-c2ccc(C(=O)N3CCN(c4ccccn4)CC3)cc2)n1 | -3.3
NS(=O)(=O)c1cc2c(cc1Cl)NCNS2(=O)=O | 8.0
COc1ccccc1CN1CC(=O)N2CSC[C@H]2C1=O | 6.3
CN1CCN(c2ncccc2S(=O)(=O)N2CCCCC2)CC1 | 4.7
Cc1cccc(C(=O)NCC(=O)N2CCN(S(=O)(=O)c3ccccc3)CC2)c1 | -9.9
Cc1ccccc1-c1nnc(SCC(=O)c2c(N)n(C3CC3)c(=O)[nH]c2=O)o1 | 1.2
O=C(Nc1ncccn1)C1CCCCC1 | 0.2
Cc1[nH]c2ccccc2c1C(=O)COC(=O)c1ccccc1O | -70.0
O=C(COC(=O)c1ccncc1)NCCCc1ccccc1 | 6.2

3 entries picked at random from the list so far:
SMILES | CD40 NFkB inh
O=C(Nc1ccccc1F)N1C[C@H]2[C@@H](c3ccccc31)[C@@H](CO)N2C(=O)C1CC1 | -23.5
COc1ccccc1CN1CC(=O)N2CSC[C@H]2C1=O | 6.3
Cc1ccccc1-c1nnc(SCC(=O)c2c(N)n(C3CC3)c(=O)[nH]c2=O)o1 | 1.2

Further compounds
SMILES | CD40 NFkB inh
O=c1[nH]cc(S(=O)(=O)N2CCN(c3cccc(C(F)(F)F)c3)CC2)c(=O)[nH]1 | 2.6
O=S(=O)(c1ccc(F)cc1)N(CCO)CC(O)Cn1c2ccccc2c2ccccc21 (stereo not drawn) | 11.5
CCOc1ccc(NC(=O)COC(=O)CN2CCCCCC2=O)cc1 | 1.8
O=C(Nc1c2c(nc3c1CCC3)CCCC2)c1ccccn1 | 16.9
Cc1ccc(-c2nnn(CC(=O)NCCC3=CCCCC3)n2)cc1 | 11.6
O=C1CS(=O)CN1c1ccc(Oc2ccccc2)cc1 (stereo not drawn) | 8.4
CCSc1nnc(NC(=O)C(C)(C)C)s1 | -49.2
O=C(CNC(=O)c1ccccc1Cl)N/N=C/c1ccc2c(c1)OCO2 | -16.4
OCCC1CN(Cc2cccc(-c3ccco3)c2)CCN1Cc1ccsc1 (stereo not drawn) | -8.8
CNC(=O)CSc1nnc(-c2ccc3c(c2)OCO3)n1C | -2.9
COc1ccc(S(=O)(=O)N2CC3(CN(Cc4ccccc4OC)[C@H](CO)c4[nH]c5cc(OC)ccc5c43)C2)cc1 | -1.6
Cn1c2ccccc2c2ccc3c(c21)C(=O)C=CC3=O | -8.9
COc1ccc2c3c(n(C)c2c1)[C@H](CO)N(S(=O)(=O)c1ccc(C)cc1)CC31CN(C(=O)c2ccccn2)C1 | -0.7[25 µM]
COc1ccc(C2CC2/C(C)=N/OC(=O)c2cccs2)cc1 (stereo not drawn) | -6.6
COc1ccccc1S(=O)(=O)N(C)C[C@H]1OCc2ccccc2-c2c(n(C)c3ccccc23)C(=O)N([C@@H](C)CO)C[C@H]1C | -3.4
Cc1ccc(S(=O)(=O)Nc2cccc(C(=O)NCCCn3ccnc3)c2)cc1F | 12.7
CC(C)c1ccc(NC(=O)c2snc3ccc(Cl)cc23)cc1 | -99.1
O=C(CC(C(=O)O)c1ccccc1)c1cccs1 (stereo not drawn) | 12.2
CC(=O)Nc1ccc(NS(=O)(=O)C(F)(F)F)cc1 | -2.8
CN1CCN(C(=O)C[C@@H]2CC[C@@H]3[C@H](COC[C@@H](O)CN3C(=O)c3ccccc3F)O2)CC1 | -8.0[25 µM]
Cc1ccc(S(=O)(=O)N(C)CC(=O)OCc2nnc(-c3ccccc3)o2)cc1 | 4.4
COCc1cc(C)nc(NCCO)c1C#N | 16.2
COc1cc(/C=N/Nc2nn3cnnc3c3ccccc23)ccc1O | 22.3
CC(=O)N1CCN(c2ccc(NC(=O)C(c3ccccc3)c3ccccc3)cc2)CC1 | 18.6
O=C(CN1C(=O)NC2(CCCCC2)C1=O)Nc1cc(C(F)(F)F)ccc1N1CCCC1 | 8.4
Next section.
SMILES | CD40 NFkB inh
Cc1ccc(NC(=O)CN(C)C(=O)c2cccc(S(=O)(=O)N3CCCC3)c2)cc1 | 15.7
N#C[C@H]1N[C@@H](CO)[C@@H]1c1ccc(C#CC2CCCC2)cc1 | -7.3
COc1cccc(-n2cc(CN(C)C(=O)C3CCC(=O)N(C4CC4)C3)cn2)c1 (stereo not drawn) | -2.2
CC(C)COC(=O)N(C)C[C@H]1OCc2ccccc2-c2c(n(C)c3ccccc23)C(=O)N([C@H](C)CO)C[C@@H]1C | -2.0[25 µM]
O=C(CN1C(=O)C(=O)N(Cc2ccco2)C1=O)Nc1ccccc1 | 10.1
COCCn1c(=O)c2ccccc2c2ccccc2c1=O | 7.3
O=C(C[C@@H]1C[C@@H]2c3cc(NC(=O)Nc4ccccc4F)ccc3O[C@@H]2[C@@H](CO)O1)NCCc1ccccc1 | 4.9[25 µM]
NC(=O)c1ccc2c(c1)OCCO2 | 13.6
COC(=O)c1cc(Sc2cccc(Cl)c2Cl)ccn1 | 7.1
CCS(=O)(=O)N1CCN(C(=O)c2ccc3nc(C)c(N(C)C(=O)CCc4ccccc4)n3c2)CC1 | 9.0
CN1CCN(C(=O)C[C@@H]2CC[C@H]3[C@@H](COc4ccc(NC(=O)C5CCCC5)cc4C(=O)N3C)O2)CC1 | 3.1
COc1ccc(NC(=S)NCCNC(C)=O)cc1 | -0.4
C[C@@H]1CN([C@@H](C)CO)C(=O)CCCn2nncc2CO[C@H]1CN(C)C(=O)Nc1ccnc(N2CCOCC2)c1 | 1.8[25 µM]
Cc1cc(C(=O)N2CCc3ccccc3C2)no1 | -2.6
CCn1c(CCNC(=O)c2ccc(Cl)cc2)nnc1SCC(=O)NC1CCCC1 | 3.7
Cc1c(Cl)cccc1NC(=O)CNC(=O)c1cn(-c2ccccc2)nc1-c1cccnc1 | -7.8
CCCC(=O)OC1CCS(=O)(=O)c2sccc21 (stereo not drawn) | 1.1
COc1ccc2cc(S(=O)(=O)Nc3ccccn3)ccc2c1 | 18.8
CC(=O)c1c(C)oc2c1C(=O)c1ccccc1C2=O | -4.6
CC(=O)NC(C)c1nc2ccccc2n1C(C)C (stereo not drawn) | 5.2

A portion of the library; count on the stated rates, not on these rows.
